# Screens: PubChem, Broad Institute
# PglD DTNB – blocks C. jejuni PglD acetyltransferase activity; inhibition, % at 12.5 µM; hit rate 0.098% among 360,000; purified PglD enzyme, DTNB colorimetric CoA detection; AID 602405; in the data active = inhibition above about 16%, passing the limit was not always enough; also: strong numbers were not always called active
# ERAP1 HTS inh – ERAP1 (human) enzyme inhibition. Q9NZ08. recombinant ERAP1, Leu-AMC fluorescence, 60 min. inhibition, % at 10.7 µM. hit rate 0.15% among 340,000. AID 652197;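 active = mean replicate inhibition of at least 30%, or all replicates individually reaching that 30% level; inactive = mean below 30% and not every replicate reaching it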;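 also: 0% = neutral control wells and 100% = L-leucinethiol positive control wells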
# PGC1a acetyl inh – modulators of PGC1a acetylation; U2OS PGC1a acetylation, AlphaScreen anti-acetyl-lysine; with virally co-expressed GCN5 acetyltransferase; inhibition, % at 15.6 µM; hit rate 0.17% among 350,000; AID 651687;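 active = every replicate shows inhibition of at least 40%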;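 also: 0% = neutral control wells and 100% = positive control wells; some results beyond the cut were filed as inactive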
# E-selectin induc – E-selectin induction on HUVECs | hit rate 0.37% among 260,000 | activation, % at 7.58 µM | HUVEC E-selectin immunofluorescence imaging; normalized: neutral wells 0, TNF-alpha wells 100 | AID 686992;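 active = mean E-selectin-positive cell signal at least 10% of the positive control, reached in at least 60% of replicates, without over 20% cell loss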;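 also: in these data hits start at about 27%; measured in HUVEC primary endothelial cells; signal is the percent of cells scored E-selectin positive by PE staining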
# Target sequence (P16581 whole entry, looked up): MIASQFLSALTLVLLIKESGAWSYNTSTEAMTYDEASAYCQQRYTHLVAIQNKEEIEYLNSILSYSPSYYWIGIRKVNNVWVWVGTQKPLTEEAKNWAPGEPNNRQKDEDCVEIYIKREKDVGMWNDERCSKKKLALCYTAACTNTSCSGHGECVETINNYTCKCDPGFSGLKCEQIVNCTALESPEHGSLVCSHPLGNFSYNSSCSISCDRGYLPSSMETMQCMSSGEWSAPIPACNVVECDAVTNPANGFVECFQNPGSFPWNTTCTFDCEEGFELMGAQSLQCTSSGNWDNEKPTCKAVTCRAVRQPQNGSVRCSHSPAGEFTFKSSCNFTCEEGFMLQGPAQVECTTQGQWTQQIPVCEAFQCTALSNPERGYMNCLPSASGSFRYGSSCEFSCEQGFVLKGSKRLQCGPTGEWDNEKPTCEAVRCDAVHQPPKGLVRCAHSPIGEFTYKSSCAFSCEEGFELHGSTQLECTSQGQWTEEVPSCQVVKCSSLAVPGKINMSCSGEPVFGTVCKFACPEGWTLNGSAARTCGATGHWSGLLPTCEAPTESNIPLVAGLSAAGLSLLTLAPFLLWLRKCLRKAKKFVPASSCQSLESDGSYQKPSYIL
#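 material = human umbilical vein endothelial cells (HUVEC), E-selectin induction | quantity = 3,000 cells/well | medium = EGM-2 growth medium on 0.1% gelatin-coated wells | technique = immunofluorescence imaging | read-out basis = % PE-positive cells | control set = TNF-alpha positive control, DMSO neutral control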
# miR122 inh – blocks miR-122 activity in Huh7 sensor cells; AID 602342; hit rate 0.3% among 340,000; activation (reporter increase), % at 12.5 µM; Huh7 miR-122 Renilla luciferase sensor, 48 h; neutral wells = 0, positive control = 100;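 active = mean replicate activation score at least 90 and every replicate individually at or above 90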;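 also: higher luciferase means less miR-122 activity so hits act as miR-122 inhibitors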
# Cneo AK release – Cryptococcus neoformans lysis via adenylate kinase release; lysis activity, % at 15 µM; C. neoformans lysis, adenylate kinase release luminescence, 4 h; normalised: neutral wells 0, clomiphene wells 100; hit rate 0.2% among 360,000;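 active = mean lysis activity across replicates of at least 80%, whatever share of replicates individually reach that level; inactive = mean lysis activity below 80%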
#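 read-out = cell lysis signal | test system = log-phase Cryptococcus neoformans yeast cells | input = cells at 5 × 10^6 per mL | medium = fresh YPD growth medium | signal = luminescent adenylate kinase detection reagent | timing = 4 h at 37 °C static, read 1 h later | dosing = single dose | controls = Clomiphene as positive lysis control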
# RAD52 inh – RAD52 (human) annealing inhibition; P43351; recombinant RAD52 DNA annealing, FRET fluorescence; inhibition, % at 18.7 µM; hit rate 0.46% among 360,000; AID 651710;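 active = every replicate showing at least 50% inhibition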
# Target sequence (P43351 whole entry, looked up): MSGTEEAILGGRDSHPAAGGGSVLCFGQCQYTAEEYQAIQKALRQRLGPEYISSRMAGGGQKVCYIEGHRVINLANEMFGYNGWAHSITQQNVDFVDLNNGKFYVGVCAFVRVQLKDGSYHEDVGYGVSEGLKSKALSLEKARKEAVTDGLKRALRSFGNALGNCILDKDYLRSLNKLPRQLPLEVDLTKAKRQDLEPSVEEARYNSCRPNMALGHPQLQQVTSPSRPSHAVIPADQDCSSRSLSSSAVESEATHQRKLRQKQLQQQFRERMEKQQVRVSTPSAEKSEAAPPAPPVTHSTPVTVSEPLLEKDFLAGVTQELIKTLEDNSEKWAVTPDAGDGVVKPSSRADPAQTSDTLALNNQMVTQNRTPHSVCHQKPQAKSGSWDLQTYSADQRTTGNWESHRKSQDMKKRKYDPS
# RAD54 inh – inhibitors of human RAD54 branch migration; Q92698; inhibition, % at 10.4 µM; hit rate 0.14% among 360,000; RAD54 Holliday junction branch migration, FAM/BHQ fluorescence;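 active = mean normalized replicate activity at least 40 and at least half of replicates scoring 40 or more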;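 also: 0% = median of neutral control wells and 100% = median of positive control wells; inhibitors cause a drop in the FAM fluorescence signal; in these data hits start at about 50%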
# Starred values were filed as active, the others as inactive; x = not tested or not shown; [ ] = another dose, or the depositor's remark. An unsorted share of the library (roughly 1.4% active in at least one column).
SMILES,PglD DTNB,ERAP1 HTS inh,PGC1a acetyl inh,E-selectin induc,miR122 inh,Cneo AK release,RAD52 inh,RAD54 inh
COc1ccc(C)cc1Nc1nc(N)c2ccccc2n1,2,-5,-14,x,8,-3,41,30
Cc1ccc(SCc2nc3ncccn3c2Br)cc1,-1,x,-1,x,-6,-6,-16,-5
COc1cc(C(C)=O)ccc1COc1ccc(C(=O)OCC(=O)NC2CCS(=O)(=O)C2)cc1OC (stereo not given),3,x,-8,x,-7,1,x,11
C[C@@H]1CN([C@H](C)CO)C(=O)Cc2cc(NC(=O)CCCCCC(=O)Nc3ccccc3N)ccc2O[C@@H]1CN(C)Cc1ccc(Cl)c(Cl)c1,-1,-1,3,8.0,-9[16.7 µM],0,-18,-1
N/C(=N\OC(=O)c1ccc2c(c1)OCO2)c1cccc(Br)c1,-5,-6,-7,4.9,6,-7,-18,4
CSc1nc2c(cc1C#N)CCCCC2,4,1,-2,-2.2,-1,1,9,-16
COc1ccc2c3c(n(C)c2c1)[C@@H](CO)N(C(=O)c1ccccn1)CC31CCN(C(=O)Cc2ccccc2)CC1,x,1,16,-0.1,x,x,9,x
COc1ccc(S(=O)(=O)N(C)C)cc1NCC(=O)Nc1cccc(C#N)c1,-4,-1,7,x,12,2,-17,6
Cc1c(CN2CCC(C)CC2)c(=O)n(-c2ccccc2)n1C,-1,x,4,x,-3,-3,x,4
O=C1C=C(Nc2ccccc2)C(=O)c2ccccc21,0,3,5,x,-2,2,-11,6
CCOC(=O)c1c(NC(=O)Nc2ccccc2)sc(C)c1C,-8,x,-3,x,-4,0,x,-1
COc1ccc(NC(=O)N(C)C[C@H]2Oc3c(NC(=O)Nc4ccccc4)cccc3C(=O)N([C@@H](C)CO)C[C@H]2C)cc1,0,-2,16,-0.1,-11[16.7 µM],-8,6,-5
COC(=O)c1ccc(COc2ccccc2/C=C(\C#N)C(=O)Nc2ccc(C)cc2)cc1,1,x,-4,x,-5,-1,x,1
O=C(Nc1nccs1)C1CCN(S(=O)(=O)c2cccs2)CC1,1,2,4,-0.9,3,-1,-11,4
O=[N+]([O-])c1cc(S(=O)(=O)N2CCCC2)ccc1SCCO,-3,-4,8,-0.2,x,2,3,10
CCN(CC)CCNc1nc2c(c(=O)[nH]c(=O)n2C)n1CC(O)COc1ccc(Cl)cc1Cl (stereo not given),-3,x,-9,x,0,11,x,-2
C[C@@H]1CCCCO[C@@H](CN(C)C(=O)Nc2cccc3ccccc23)[C@@H](C)CN([C@@H](C)CO)C(=O)c2cc(NC(=O)NC3CCCCC3)ccc2O1,2,-4,5,x,-5[16.7 µM],49,12,4
O=C(CN1C(=O)NC2(CCc3ccccc32)C1=O)Nc1ccccc1C(F)(F)F (stereo not given),0,1,x,-0.3,x,1,2,1
O=C(COC(=O)c1ccc(Cl)nc1)NCCc1ccc(F)cc1,5,4,2,-0.5,-9,0,-2,-2
O=C(NCc1nnnn1-c1ccc(F)cc1)c1cc2ccccc2o1,6,-3,-10,-0.1,-4,1,-15,4
OC(c1cccc(Cl)c1)c1nc(-c2ccc(Cl)cc2)cs1 (stereo not given),-5,3,-2,6.5,0,11,-15,0
CCc1cc(CNC(=O)CC2C(=O)NCCN2Cc2ccccc2C(F)(F)F)on1 (stereo not given),-3,-2,0,0.6,1,-3,-23,0
CC(=O)N1CCCCN2[C@@H](CO)[C@@H](c3ccc(-c4ccccc4)cc3)[C@@H]2C1,-3,-4,0,0.0,7[16.7 µM],-2,-7,3
COc1ccc(Nc2nc(CC(C)=O)ns2)cc1OC,2,3,x,x,x,5,-6,-2
O=C(NC(=S)NNC(=O)c1ccc(Cl)cc1Cl)c1cccnc1,-8,x,2,1.2,-2,-2,x,0
NC(=O)C1CC12c1ccccc1-c1ccccc12 (stereo not given),-6,-3,x,-0.1,6,-5,-11,-3
C[C@@H]1CN([C@H](C)CO)C(=O)c2cccc(N(C)C)c2O[C@@H]1CN(C)Cc1ccc(-c2ccccc2)cc1,5,6,-15,x,0[16.7 µM],11,-3,3
O=C(CN1C(=O)NC2(CCCC2)C1=O)N1CCN(S(=O)(=O)c2cccc(F)c2)CC1,0,0,x,x,-2,-1,-7,-8
COc1ccc(OC)c(NC(=S)NCC(c2cccnc2)N2CCOCC2)c1 (stereo not given),6,1,3,0.1,2,1,-7,-15
CC(=O)NC1CC2CCC(C1)N2Cc1ccc(C)cc1 (stereo not given),-3,x,-1,x,-3,2,x,9
CN1CCN(C(=O)C[C@H]2C=C[C@@H](NS(=O)(=O)c3cccc(F)c3)[C@@H](CO)O2)CC1,17,-1,8,-0.3,6[16.7 µM],5,2,0
CC1=NN(C(=O)c2c(Br)c(C)nn2C)C(O)(C(F)(F)F)C1 (stereo not given),0,-2,5,0.1,-4,4,-2,-2
COc1ccc(CN(C)C[C@@H]2OCCCC[C@H](C)Oc3ccc(NC(=O)Nc4ccc(OC)cc4)cc3C(=O)N([C@H](C)CO)C[C@H]2C)cc1,2,-2,10,x,12[16.7 µM],3,33,0
Cc1nc(C)c(-c2csc(Nc3cccnc3)n2)s1,0,0,0,x,-2,-3,3,9
CN1C(=O)c2cc(NC(=O)C3CCCC3)ccc2OC[C@@H]2O[C@H](CC(=O)NCC3CC3)CC[C@@H]21,2,0,5,0.2,26[16.7 µM],-1,11,0
O=C(C[C@H]1CC[C@H](NC(=O)Nc2cccc(F)c2)[C@@H](CO)O1)NCC1CC1,1,-1,-2,0.0,-7[16.7 µM],-5,-15,-6
CCc1cccc2c(C(=O)C(NC(C)CC)c3ccccc3)c[nH]c12 (stereo not given),0,-2,x,0.0,x,1,11,23
CN1C(=O)C(C)(C)c2cc(S(=O)(=O)N(C)Cc3ccccc3)ccc21,-4,1,13,-0.1,16,2,-13,2
CCOC(=O)N1CCC(N2Cc3cccc(C(=O)NCC4CCN(CC(C)C)C4)c3C2=O)CC1 (stereo not given),-4,3,x,x,x,2,-19,-11
C[C@@H]1CCCCO[C@@H](CN(C)S(=O)(=O)c2ccc(F)cc2)[C@H](C)CN([C@H](C)CO)C(=O)c2cc(NS(=O)(=O)c3ccccc3)ccc2O1,2,2,-5,0.0,2[16.7 µM],0,26,-16
O=C(CN1CCCCCC1)NCC1CCCO1 (stereo not given),x,0,x,-0.9,-3,x,-6,x
CCCc1nnc(NC(=O)CC(C)c2ccccc2)s1 (stereo not given),5,-1,12,-0.1,-10,5,-7,3
Cc1ccc(N=N/C(=C\O)C(=O)c2ccc(Cl)cc2)cc1,-13,0,0,7.7,-6,-1,-16,-16
CC(C)NC(=O)N(C)C[C@@H]1Oc2c(NC(=O)c3nc4ccccc4s3)cccc2C(=O)N([C@H](C)CO)C[C@@H]1C,-1,2,-9,9.4,5[16.7 µM],-5,-16,6
O=C(C[C@H]1C[C@@H]2c3cc(NS(=O)(=O)c4ccc(F)cc4)ccc3O[C@@H]2[C@@H](CO)O1)NCc1ccccc1F,1,-1,14,0.9,-2[16.7 µM],2,-3,-8
Cc1ccc(NC(=O)C(=O)NCC2CCCN2S(=O)(=O)c2cccs2)cc1C (stereo not given),-8,4,2,-0.6,-9,-1,-31,-5
C[C@@H]1CCCCO[C@@H](CN(C)C(=O)c2ccncc2)[C@H](C)CN([C@H](C)CO)C(=O)c2cc(NC(=O)c3ccncc3)ccc2O1,-1,-2,-5,-0.2,-1[16.7 µM],-4,5,5
C[C@H]1CN([C@@H](C)CO)C(=O)Cc2cc(N(C)C)ccc2O[C@@H]1CN(C)CC1CC1,3,-1,2,0.0,4[16.7 µM],-2,8,-2
CCC(=O)N[C@@H]1CC[C@@H](CCn2cc(CN(C)C)nn2)O[C@@H]1CO,-5,0,6,-0.4,x,47,-12,-1
CC1CCc2cc(F)ccc2N1C(=O)c1ccncc1 (stereo not given),-6,x,0,x,13,0,x,6
COc1ccccc1C1/C(=C(/O)c2ccccc2)C(=O)C(=O)N1CC(C)C (stereo not given),-2,x,7,x,-4,1,x,-2
COc1ccc(CNC(=O)CCC(=O)c2ccc(C)cc2)cc1OC,2,-3,-6,x,4,-1,-1,3
O=C(c1ccc([N+](=O)[O-])o1)N1CCN(c2nc3ccc(F)cc3s2)CC1,-1,1,-5,x,-9,0,-12,-3
Cc1ccc(S(=O)(=O)NCC(=O)OCC(=O)NC2CCCCC2)cc1,-3,-6,x,x,x,1,-12,-6
C[C@H](CO)N1C[C@H](C)[C@@H](CN(C)CC2CCCCC2)Oc2ccc(NC(=O)CCN3CCOCC3)cc2CC1=O,-2,0,-6,-0.4,6[16.7 µM],-1,-4,-1
COCC#Cc1ccc2c(c1)O[C@@H](CN(C)CC1CCCC1)[C@H](C)CN([C@H](C)CO)S2(=O)=O,0,-1,-1,-0.1,20[16.7 µM],1,-21,3
Cc1cc(C)c(S(=O)(=O)N2CCOC23CCN(S(C)(=O)=O)CC3)c(C)c1,3,7,-13,x,0,4,-35,-8
COC(=O)CCC(=O)OC1(C)C(=O)C=C2C=C(C3CC3)N(CCCCO)C=C2C1=O (stereo not given),-2,-2,x,0.0,x,-2,-12,-16
COc1ccc(OC)c(-c2csc(NC(=O)C3=COCCO3)n2)c1,0,-2,-9,-1.0,3,1,-9,6
Cc1cccc(C(=O)NCC(=O)OCC(=O)c2ccc(Cl)s2)c1,1,2,x,x,0,-1,-40,-9

# 6 consecutive compounds already listed, for reference:
SMILES,PglD DTNB,ERAP1 HTS inh,PGC1a acetyl inh,E-selectin induc,miR122 inh,Cneo AK release,RAD52 inh,RAD54 inh
C[C@H](CO)N1C[C@H](C)[C@@H](CN(C)CC2CCCCC2)Oc2ccc(NC(=O)CCN3CCOCC3)cc2CC1=O,-2,0,-6,-0.4,6[16.7 µM],-1,-4,-1
COCC#Cc1ccc2c(c1)O[C@@H](CN(C)CC1CCCC1)[C@H](C)CN([C@H](C)CO)S2(=O)=O,0,-1,-1,-0.1,20[16.7 µM],1,-21,3
Cc1cc(C)c(S(=O)(=O)N2CCOC23CCN(S(C)(=O)=O)CC3)c(C)c1,3,7,-13,x,0,4,-35,-8
COC(=O)CCC(=O)OC1(C)C(=O)C=C2C=C(C3CC3)N(CCCCO)C=C2C1=O (stereo not given),-2,-2,x,0.0,x,-2,-12,-16
COc1ccc(OC)c(-c2csc(NC(=O)C3=COCCO3)n2)c1,0,-2,-9,-1.0,3,1,-9,6
Cc1cccc(C(=O)NCC(=O)OCC(=O)c2ccc(Cl)s2)c1,1,2,x,x,0,-1,-40,-9

# Next compounds:
SMILES,PglD DTNB,ERAP1 HTS inh,PGC1a acetyl inh,E-selectin induc,miR122 inh,Cneo AK release,RAD52 inh,RAD54 inh
COc1cccc(S(=O)(=O)Nc2ccc3c(c2)[C@@H]2C[C@H](CC(=O)NCc4cccc(F)c4)O[C@H](CO)[C@@H]2O3)c1,-3,-1,0,-0.3,10[16.7 µM],0,2,7
COc1ccc(C(=O)CN2CCN(c3ncccn3)CC2)cc1,2,2,x,1.4,x,0,-9,-5
C=CC[C@@H](CC(=O)N(CCO)Cc1ccccc1)C(=O)N[C@H](COC(=O)[C@@H](CC=C)Cc1ccc(F)cc1)Cc1ccccc1,1,x,-6,-0.3,19,1,2,5
CCn1c(SCC(=O)NC2CCCC2)nnc1C(C)NC(=O)c1ccccc1Br (stereo not given),3,-6,10,x,-1,2,-12,-2
CO[C@H]1CN(C)C(=O)c2ccc(NS(C)(=O)=O)cc2OC[C@H](C)N(C(=O)C2CCCC2)C[C@H]1C,3,2,x,0.1,1[16.7 µM],56,-12,-11
Cc1ccc(S(=O)(=O)N2CCN(C(=O)CC(C)n3nc(C)c(Cl)c3C)CC2)cc1 (stereo not given),-1,-6,0,x,-1,5,0,-6
